# High-throughput results (PubChem BioAssay)
# KB-3-1 tox: qHTS assay for MDR1-selective chemotherapeutics: Primary screen using the parental adenocarcinoma cell KB-3-1; KB-3-1 viability, CellTiter-Glo ATP luminescence, 72 h; Potency, µM (titrated, usually from 46.1 µM), inactives show top-dose activity change, negative = cytotoxic, most hits filed as cytotoxic; hit rate 1.4% among 400,000; also: potency is read from the fitted curve at half-maximal effect; % is scaled to controls: 0 for no effect and ±100 for the full control effect; nearly all actives have a fitted effect of over 60% in size
#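 Viability of parental KB-3-1 cells, measured by CellTiter-Glo luminescence, followed a 72 h incubation at 37 °C with pinned compounds in phenol-red-free DMEM containing 10% FBS.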
# HT1080 IDH1KD tx: qHTS for induction of synthetic lethality in tumor cells producing 2HG: qHTS for the HT-1080-IDH1KD cell line. HT-1080 IDH1 knockdown viability, ATP luminescence, 48 h. Potency, µM (doses to about 46.1 µM), inactives show at the highest dose activity, negative = toxicity, most hits filed as cytotoxic. hit rate 2% among 360,000;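 also: potency is read from the fitted curve at half-maximal effect; 0% = DMSO wells and -100% = cell-free medium wells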
#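 Luminescent ATP read-out (CellTiter-Glo, 10 min at room temperature) after 48 h compound exposure at 37 °C gave viability of IDH1-knockdown HT-1080 cells. Activity was normalised to DMSO and cell-free wells, then fitted as concentration-response curves.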
# MCF10A rereplic: A quantitative high throughput screen for small molecules that induce DNA re-replication in MCF 10a normal breast cells. MCF 10A DNA re-replication, Hoechst nuclear intensity, 48 h. Potency, µM (highest dose often 46.1 µM), for inactives: top-dose activity, positive = re-replication, most hits filed as activators. hit rate 2.9% among 350,000; also: potency is read from the fitted curve at half-maximal effect; % of control where 0% means no effect; nearly all actives have a fitted effect of over 50% in size
# SW480 rerep: A quantitative high throughput screen for small molecules that induce DNA re-replication in SW480 colon adenocarcinoma cells. Potency, µM (series often up to 46.1 µM), for inactives: at the highest dose re-replication activation, most hits filed as activators. hit rate 1.8% among 340,000. SW480 DNA re-replication, Hoechst DNA content imaging, 48 h; also: potency is read from the fitted curve at half-maximal effect; % of control where 0% means no effect; nearly all actives have a fitted effect of over 55% in size
#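 Image-based DNA-content assay: after two days of treatment, nuclei were labelled with the DNA dye Hoechst and imaged, and hits were compounds raising the count of nuclei showing high fluorescence intensity.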
# KB-V1 cytotox: qHTS assay for MDR1-selective chemotherapeutics: Primary screen using the drug-selected MDR subline cells KB-V1 | KB-V1 MDR cells viability, CellTiter-Glo, 72 h | Potency, µM (series often up to 46.1 µM), without a hit: top-dose activity change, negative = cytotoxicity, hits mostly cytotoxic | hit rate 3.4% among 400,000; also: potency is read from the fitted curve at half-maximal effect; % is scaled to controls: 0 for no effect and ±100 for the full control effect; nearly all actives have a fitted effect of over 60% in size
#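 Cytotoxicity via CellTiter-Glo luminescence after 72 h compound exposure at 37 degrees C. Cells: drug-selected KB-V1 line, DMEM phenol-red free plus 10% FBS. Compounds tested at multiple concentrations; normalized data fitted to concentration-effect curves.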
# DRD3 agonist: qHTS of D3 Dopamine Receptor Agonist: qHTS | AID 652048, 2013 | max activation, % | D3R DiscoveRx beta-arrestin cells, luminescence, 90 min | hit rate 0.58% among 410,000; in the data active = max activation above about 30%; also: 0% is about no effect; mostly tested at two doses, the higher about 12 µM
# Target sequence (P35462 whole entry, looked up): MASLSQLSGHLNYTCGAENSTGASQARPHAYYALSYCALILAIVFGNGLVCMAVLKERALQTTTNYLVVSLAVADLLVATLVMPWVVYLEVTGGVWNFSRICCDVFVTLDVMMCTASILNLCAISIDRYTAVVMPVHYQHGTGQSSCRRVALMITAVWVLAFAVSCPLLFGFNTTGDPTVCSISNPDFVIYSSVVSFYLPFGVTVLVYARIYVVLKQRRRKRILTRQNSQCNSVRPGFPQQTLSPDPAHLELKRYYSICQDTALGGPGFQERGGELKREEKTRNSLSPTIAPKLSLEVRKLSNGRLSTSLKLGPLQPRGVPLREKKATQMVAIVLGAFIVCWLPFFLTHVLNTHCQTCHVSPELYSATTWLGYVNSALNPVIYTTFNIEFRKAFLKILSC
#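 Agonist mode: compounds and dopamine controls were applied to plated cells for 90 min at 37 degrees C after an overnight attachment at 1500 cells/well. Luminescent read-out followed 30 - 60 minutes at room temperature with DiscoveRx detection reagent.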
# IL-1B inflam inh: qHTS for Inhibitors of Inflammasome Signaling: IL-1-beta AlphaLISA Primary Screen; activity change, % at 57.5 µM; hit rate 4.7% among 360,000; THP-1 LPS/ATP IL-1B secretion, AlphaLISA, 16 h; stronger effect = lower value; in the data active = activity change below about -50%; inconclusive = mostly about -30% to -49%; also: % is scaled to controls: 0 for no effect and ±100 for the full control effect
#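 THP-1 cells pretreated 1 hr with compounds (up to 57.5 uM final), then stimulated with LPS (250 ng/mL final) plus ATP (1.25 mM final); secreted IL-1B measured by AlphaLISA after 16 hr, decreased signal indicating inhibition.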
# HT1080NT lethal: qHTS for induction of synthetic lethality in tumor cells producing 2HG: qHTS for the HT-1080-NT fibrosarcoma cell line; HT-1080-NT fibrosarcoma viability, CellTiter-Glo ATP luminescence, 48 h; Potency, µM (doses to about 46.1 µM), for the others: top-dose activity, negative = less viability, hits mostly cytotoxic; hit rate 1.6% among 360,000;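 also: NT is the 2HG producing partner of a matched IDH1 knockdown line; potency is read from the fitted curve at half-maximal effect; 0% = DMSO-treated cells and -100% = media-only wells without cells; nearly all actives have a fitted effect of over 55% in size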
#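 Compounds were tested in concentration-response format on HT-1080-NT cells for 48 hours at 37 degrees C. Cell viability came from CellTiter-Glo luminescence; curves were classified by r2, response magnitude and activity.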
# GLP1R cytotox: qHTS of GLP-1 Receptor Inverse Agonists: Cytotox Screen; AID 624418, 2012; HEK293 cAMP-luciferase reporter cells, luminescence, 24 h; hit rate 0.13% among 410,000; Potency, µM (titrated, usually from 38.3 µM), for inactives: at the top dose activity change, negative = inhibition, usual class: inhibitors;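 also: loss of luciferase light is scored as toxicity; potency is read from the fitted curve at half-maximal effect; % is scaled to controls: 0 for no effect and ±100 for the full control effect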
#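 1536-well qHTS counterscreen of the MLSMR; 200 cells/uL, 12 h pre-incubation, 23 nL cpd, 24 h at 37 deg C 5% CO2, luciferase detection reagent, 12 min RT, luminescence. Inhibition = undesired.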
# Active calls of the source: *; ? = inconclusive; / = no result given; [ ] = remark or other dose. Unless noted, calls follow the shape of the dose curve; as a rule, active = well fitted curve in the direction sought with a large enough effect; inconclusive = small, poorly fitted or top-dose-only effect, or another doubt; inactive = no such curve, though single readings can be large; an effect the other way counts as inactive or inconclusive. No enrichment for hits (roughly 11% active in at least one column).
SMILES | KB-3-1 tox | HT1080 IDH1KD tx | MCF10A rereplic | SW480 rerep | KB-V1 cytotox | DRD3 agonist | IL-1B inflam inh | HT1080NT lethal | GLP1R cytotox
N#Cc1cccc(NC(=O)c2cc(C3CCCCN3C(=O)CCc3ccccc3)on2)c1 (stereo not drawn) | 0% | -7% | / | / | ? | -9 | -18 | -6% | 1%
COc1ccc(C2NC(=O)Cc3cc(OC)c(OC)cc32)cc1OC (stereo not drawn) | -4% | -2% | 0% | 0% | -4% | -6 | 0 | -3% | -3%
Cc1ccc2nc(N3CCN(S(=O)(=O)c4ccc5c(c4)OCCO5)CC3)c(C#N)cc2c1 | ? | 5% | ? | 27% | -23% | 1 | 9 | 4% | 52%[activator]
CCOC(=O)C1CCCN(C2CC(=O)N(c3ccccc3)C2=O)C1 (stereo not drawn) | 3% | 6% | 7% | 1% | 7% | 1 | 6 | 12% | -4%
COc1cc(C(=O)NC(C)CCn2cccn2)ccc1OC1CCN(C(C)=O)CC1 (stereo not drawn) | 3% | -4% | -1% | 0% | 6% | 2 | -2 | 8% | 0%
CCN1CCN(C(=O)C2=CC(c3ccc(OC)cc3)=NS(=O)(=O)N2C)CC1 | 5% | 4% | -5% | 18% | -24% | -3 | -26 | 11% | -2%
Oc1ccc(C=Nc2ccccc2-c2nc3ccccc3[nH]2)c(O)c1 | 5% | 5% | 0% | 7% | ? | -6 | -20 | 2% | 5%
CC(=O)Nc1cccc(C(=O)OCCCOc2ccc(F)cc2)c1 | 3% | 0% | 1% | -3% | -10% | 6 | -12 | -16% | 0%
c1ccc(CNC23CC4CC(CC(C4)C2)C3)nc1 | -4% | 4% | 2% | 0% | -6% | -8 | 6 | 6% | -9%
Cc1nnc(SCC(=O)NCCN2C(=O)CSC2=O)n1-c1ccccc1 | -2% | 21% | 0% | -10% | 6% | -6 | 8 | 17% | -15%
CN(C)CCC(C(=O)c1ccccc1)c1ccccn1 (stereo not drawn) | 5% | -2% | 1% | 0% | 0% | -3 | 9 | -6% | -4%
O=[N+]([O-])c1cc([N+](=O)[O-])c(Oc2c(F)ccc(F)c2F)cc1NN1CCCCC1 | 13% | 7% | -4% | -7% | -7% | -20 | -3 | 6% | ?
Cc1ccc(-n2c(SCC(=O)N/N=C/c3c(C)nn(-c4ccccc4)c3C)nc3ccccc3c2=O)cc1 | 0% | -22% | 18% | -3% | -15% | -1 | 6 | -17% | 7%
CC(C)C(=O)NC(c1ccccc1)c1cc([N+](=O)[O-])c2cccnc2c1O (stereo not drawn) | ? | 16µM* | ? | ? | ? | -19 | 34 | ? | ?
Cc1cnc(C(=O)OCC(=O)Nc2c(Cl)cc(Cl)cc2Cl)cn1 | / | 7% | 0% | 16% | / | 5 | -1 | 9% | 5%

# Individual results from the results shown:
# In MCF10A rereplic, CC(=O)Nc1cccc(C(=O)OCCCOc2ccc(F)cc2)c1 is listed with 1%
# In IL-1B inflam inh, Cc1ccc2nc(N3CCN(S(=O)(=O)c4ccc5c(c4)OCCO5)CC3)c(C#N)cc2c1 is listed with 9
# In SW480 rerep, Cc1ccc(-n2c(SCC(=O)N/N=C/c3c(C)nn(-c4ccccc4)c3C)nc3ccccc3c2=O)cc1 is listed with -3%

# The listing picks up, repeating the two entries before the break.
SMILES | KB-3-1 tox | HT1080 IDH1KD tx | MCF10A rereplic | SW480 rerep | KB-V1 cytotox | DRD3 agonist | IL-1B inflam inh | HT1080NT lethal | GLP1R cytotox
CC(C)C(=O)NC(c1ccccc1)c1cc([N+](=O)[O-])c2cccnc2c1O (stereo not drawn) | ? | 16µM* | ? | ? | ? | -19 | 34 | ? | ?
Cc1cnc(C(=O)OCC(=O)Nc2c(Cl)cc(Cl)cc2Cl)cn1 | / | 7% | 0% | 16% | / | 5 | -1 | 9% | 5%
CCOC(=O)c1cnc(N2CCOCC2)[nH]c1=O | -11% | 9% | ? | ? | ? | 4 | 11 | 4% | 5%
O=C(Oc1ccc(-c2nnco2)cc1)N(c1ccccc1)c1ccccc1 | -15% | -8% | 18% | -12% | 2% | 0 | -79* | -2% | 15%
O=C(CSc1nc2ccc(Cl)cc2[nH]1)c1ccc2c(c1)OCO2 | -2% | 8% | 4% | -3% | 6% | -5 | 23 | 1% | 4%
Cc1cc(-c2ccccc2)nc(SCc2ccc(C(=O)O)cc2)n1 | 0% | 4% | 5% | 0% | 26% | 2 | 26 | 4% | -6%
COc1cccc(-c2cnc(C(O)c3ccc(SC)cc3)[nH]2)c1 (stereo not drawn) | 0% | -16% | / | / | -9% | 1 | 15 | 8% | -5%
O=C(NCCCN1CCOCC1)/C(=C/c1cccs1)NC(=O)c1ccccc1 | 5% | 16% | -1% | 2% | -4% | 4 | 10 | ? | 9%
O=C1SCC(c2ccccc2)=NN1Cc1ccccc1 | 0% | 14% | 1% | 4% | ? | -1 | -14 | 0% | 0%
Cc1c2cnn(CC(=O)N3CCN(c4ccccc4)CC3)c(=O)c2c(C)n1Cc1ccc(F)cc1 | 0% | / | / | / | -2% | 2 | / | / | -2%
CCc1ccc(NC(=S)N(CCCN2CCOCC2)Cc2ccccn2)cc1 | 3% | 2% | 6% | -9% | 5% | 7 | 1 | -1% | 3%
CCn1c(CCC(=O)O)nc2cc(S(=O)(=O)N3CCOCC3)ccc21 | 7% | -7% | 1% | -4% | 3% | -1 | -1 | -6% | 10%
Cc1ncc(CN2CCC(CO)(Cc3ccccc3)CC2)s1 | -8% | -8% | -4% | -13% | -15% | -8 | -3 | -1% | -2%
CC1(Oc2ccccc2-c2ccno2)CCN(Cc2ccc(-c3ccccc3)o2)C1 (stereo not drawn) | 0% | ? | / | / | 0% | -10 | 5 | -25% | 3%
CCc1nnc(NC(=O)C2Cc3ccccc3C(=O)O2)s1 (stereo not drawn) | -8% | 8% | 1% | -17% | 7% | 5 | 2 | 21% | -45%
CCC12CN3CC(CC)(CN(C1)C3c1c(O)ccc3ccccc13)C2=O (stereo not drawn) | 3% | -1% | ? | 7% | -28% | -1 | 18 | -2% | -10%
CC(=O)OCC(=O)Nc1ccc(Br)c(C)c1 | 6% | -2% | -1% | 1% | -13% | 8 | 4 | -3% | 6%
O=C(c1ccc(Cl)c(S(=O)(=O)N2CCCCCC2)c1)N1CCN(c2ccc(O)cc2)CC1 | -29% | -19% | 13% | -5% | ? | 2 | -11 | -16% | -13%
CSc1ncc(Cl)c(C(=O)Nc2c(C(=O)c3ccc(Cl)cc3)oc3ccccc23)n1 | 5% | / | / | / | 3% | 4 | / | / | -7%
COC(=O)c1ccc(N)c(N=CC2=C(O)CC(C)(C)CC2=O)c1 | ? | -2% | ? | -2% | -1% | -8 | 4 | 8% | 7%
COc1ccc(-c2ccc3c(c2)[C@@H]2C[C@H](N(C)S(=O)(=O)c4ccccc4)[C@H]([C@H](C)O)C(=O)N2CC3)cc1 | 1% | -19% | 0% | -9% | 4% | -15 | -15 | -24% | -4%
COc1cccc(-c2nc3c(C#N)c[nH]n3c2NC2CCCC2)c1OC | -18% | / | / | / | -8% | 8 | / | / | ?
Cc1cccc(OCC(O)CN2CCN(CCN3C(=O)c4cccc5cccc(c45)C3=O)CC2)c1C (stereo not drawn) | -9% | 6% | ? | ? | ? | -8 | -52* | 7% | -12%
NC(N)=N/N=C/c1ccc(Br)cc1 | ? | ? | 18µM* | ? | ? | -1 | ? | ? | ?
CCOc1ccccc1NC(=O)N(Cc1ccc(C)o1)C1CCN(C(C)=O)CC1 | -5% | / | / | / | 11% | 5 | / | / | -9%
COC(=O)[C@@]12C[C@@H](CC(=O)NCCC(C)C)C(=O)N(Cc3cccc4ccccc34)C1=CCC(C)(C)C2 | 21µM* | ? | / | / | 21µM* | -8 | -20 | ? | -14%
COC(=O)c1cccc(Nc2c3c(nc4ccccc24)CCC3)c1 | 21µM* | 16µM* | ? | ? | 18µM* | -13 | -98* | 21µM* | ?
O=S(=O)(NC1CC1)c1ccc(S(=O)(=O)N2CCc3ccccc32)cc1 | -15% | ? | 0% | 5% | ? | 9 | 10 | -24% | -4%
CC(C)(C)C(=O)O/N=C(\N)c1c(Cl)cccc1Cl | 5% | 10% | -5% | 23% | -2% | 5 | / | 4% | 4%
O=C(N[C@@H](Cc1ccccc1)C(=O)NC1CC1)c1ccc(Cl)cc1 | -2% | 8% | -11% | -2% | 2% | 3 | -1 | 1% | -7%
CCOC(=O)c1c(NC(=O)CN2C(=O)NC(C)(c3ccccc3)C2=O)sc(C)c1C (stereo not drawn) | 16µM* | ? | 10µM* | ? | 16µM* | 2 | -2 | ? | 3%[1.53 µM]
CCOC(=O)c1cccc(NC(=O)/C=C/c2ccc3c(c2)OCO3)c1 | 10µM* | ? | 9.2µM* | 3% | ? | -2 | -90* | ? | ?

# Gathered by group, those above containing a COOH group.
SMILES | KB-3-1 tox | HT1080 IDH1KD tx | MCF10A rereplic | SW480 rerep | KB-V1 cytotox | DRD3 agonist | IL-1B inflam inh | HT1080NT lethal | GLP1R cytotox
Cc1cc(-c2ccccc2)nc(SCc2ccc(C(=O)O)cc2)n1 | 0% | 4% | 5% | 0% | 26% | 2 | 26 | 4% | -6%
CCn1c(CCC(=O)O)nc2cc(S(=O)(=O)N3CCOCC3)ccc21 | 7% | -7% | 1% | -4% | 3% | -1 | -1 | -6% | 10%
